Source: PubChem
influenza NS1A: H1N1 influenza NS1A inhibitors, functional cell based assay (AID 504329). actives 0.3% (n = 340,000). one-dose inhibition, % at 12.5 µM; IC50 in µM for titrated hits. NS1A functional cell-based assay, percent inhibition; higher % means a stronger effect; in the data active means a potency from the dose series; inconclusive means inhibition above about 27% without an active follow-up result; further: strong numbers were not always called active
M. tuberculosis: growth inhibition of non-replicating M. tuberculosis (AID 488890); inhibition, % at 25 µM, or IC50 in µM where a hit was titrated; actives 0.39% (n = 320,000); Mycobacterium tuberculosis non-replicating, growth inhibition; higher % means a stronger effect; in the data active means a potency from the dose series; inconclusive means inhibition mostly from about 82% at the one dose, without a potency; inactive means the rest, 99 in 100 with inhibition below about 76%;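 further: plate controls were DMSO cells for no effect and high antibiotic wells for full effect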
inhibitors of VEEV: inhibitors of VEEV TC-83 cytopathic effect, confirmation, Vero cells (AID 588727); one-dose inhibition, % at 20 µM; IC50 in µM for titrated hits; Vero cells, VEEV TC-83 cytopathic effect inhibition; higher % means a stronger effect; actives 0.13% (n = 350,000); in the data active means a potency from the dose series; inconclusive means inhibition mostly from about 14% at the one dose, without a potency; inactive means the rest, 99 in 100 with inhibition below about 12%; further: strong numbers were not always called active
H37Rv inhibition: M. tuberculosis growth inhibition, HTS (AID 449762); M. tuberculosis H37Rv growth inhibition, 7H9 media; higher % means a stronger effect; inhibition, % at 25 µM, or IC50 in µM where a hit was titrated; actives 0.59% (n = 330,000); in the data active means a potency from the dose series; inconclusive means inhibition above about 70% without an active follow-up result;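 further: bacterial growth assessed after seven days of incubation; strong numbers were not always called active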
PhoP GFP inhibition: Inhibition of PhoP regulon, Salmonella typhi GFP reporter cells, confirmation, 4 h (AID 1850). Salmonella Typhi PhoP-promoter GFP reporter, fluorescence, 4 h; higher % means a stronger effect. inhibition, % at 50 µM; hits with a dose series show IC50 in µM. actives 0.33% (n = 310,000); in the data active means a potency from the dose series; inconclusive means inhibition mostly from about 25% at the one dose, without a potency; inactive means the rest, 99 in 100 with inhibition below about 19%;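 further: 0% = induced wells with vehicle and 100% = uninduced wells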
inhibitors of VEEV 10K pilot screen: second read-out of inhibitors of VEEV, no call of its own (marks repeat the call); inhibition, %; measured here: 10K pilot screen inhibition
Active calls of the source: *; i = inactive; ? = inconclusive; / = no result given.

SMILES	influenza NS1A	M. tuberculosis	inhibitors of VEEV	H37Rv inhibition	PhoP GFP inhibition	others
COCC(C)NC(=O)CSc1nc(-c2ccccc2)c(-c2ccccc2)o1 (stereo unspecified)	-8.7%	-3.6%	i	-8.7%	-7.8%
CCOC(=O)/C=C1\SCC(=O)N1CC(=O)NC(C)C	8.3%	-16.4%	0.3%	-9.6%	7.5%
CCCCC(CC)CNC(=O)CCCCn1c(=O)[nH]c2ccsc2c1=O (stereo unspecified)	7.5%	16.4%	i	-6.5%	2.2%
Cc1ccc(NC(=O)CNc2ccc(N3CCOCC3)cc2)cc1S(=O)(=O)N(C)C	-3.9%	1.8%	1.1%	-5.2%	-5.2%
FC(F)(F)c1cnc(-c2cnc(-c3ccncc3)nc2)c(Cl)c1	-5.6%	57.6%	5.0%	6.6%	0.6%
Nc1nncn1C(=O)CCCOc1ccccc1	-1.8%	8.0%	0.6%	4.3%	-12.9%	inhibitors of VEEV 10K pilot screen=1.3
COc1ccc(/C=N/NC(=O)c2cc3c(ccc4ccccc43)o2)c(OC)c1	-3.4%	/	8.1%	/	/
Cc1occc1-c1nnc(SCCNCCO)o1	5.9%	-15.7%	i	1.2%	15.5%
CC(=O)NCC(=O)OCC(=O)c1ccc(Br)cc1	-2.8%	/	i	-5.7%	-6.8%
COC(=O)c1cn(NC(=O)Cc2ccccc2OC)c(=O)c2ccccc12	-1.1%	12.5%	1.6%	-0.9%	9.8%
O=[N+]([O-])c1ccc(N=Nc2c(O)[nH]c3ccc(F)cc23)cc1	-6.1%	-8.6%	5.5%	8.8%	-14.1%
O=C(CN1CCOc2ccccc21)NCc1ccco1	-0.8%	10.0%	i	-4.4%	-3.2%
O=C(c1ccc2noc(-c3ccccc3)c2c1)N1CCN(c2ccccc2)CC1	-1.1%	/	8.1%	/	/
Cc1ccc(/C=C2/N=C(c3ccccc3)NNC2=O)cc1	/	10.2%	1.3%	-0.1%	2.6%
CCOc1ccc2nc(SC3CC(=O)N(c4ccccc4)C3=O)sc2c1 (stereo unspecified)	10.8%	45.3%	6.4%	-2.7%	-6.3%
COc1cc2cc(CN(C(=O)Nc3ccccc3)C3CCCC3)c(=O)[nH]c2cc1OC	7.2%	27.4%	11.2%	-6.5%	-3.0%
CCCC(CCC)=NNc1ccc(S(=O)(=O)Nc2ccccc2OC)cc1[N+](=O)[O-]	-7.1%	-8.6%	i	0.4%	-4.3%
CCOc1ccc(NC(=O)N2CC=C(n3c(=O)[nH]c4ccccc43)CC2)cc1	-2.2%	18.9%	10.2%	0.0%	1.8%
CCOc1nc(C)ccc1-c1noc(-c2ccncc2)n1	11.9%	15.6%	5.4%	2.0%	0.8%	inhibitors of VEEV 10K pilot screen=3.1
COc1ccc(CCNC(=O)c2ccc(Br)cc2)cc1	-20.5%	68.7%	i	6.6%	8.6%
O=C(/C=C/c1cccs1)N1CCC2(CC1)Oc1ccc(F)cc1C(=O)C21CC(c2ccccc2)=NO1 (stereo unspecified)	10.8%	25.4%	0.5%	1.7%	4.6%
CC(=O)Nc1ccc(NC(=O)Cn2cnc3c(nnn3Cc3ccc(F)cc3)c2=O)cc1	-2.8%	10.8%	0.1%	4.2%	-2.1%
CC(=O)C1=C(C)NC(SCC(=O)c2ccc(F)cc2)=C(C#N)C1c1ccco1 (stereo unspecified)	-16.6%	27.3%	7.6%	46.1µM*	-19.5%
C=C(C)C1Cc2c(C)nn(-c3ccccn3)c2C1 (stereo unspecified)	1.0%	38.8%	1.4%	14.2%	-17.9%
O=C(Nc1cccnc1)c1cccc(S(=O)(=O)N2CCOCC2)c1	15.2%	-3.8%	i	1.1%	-4.1%
CCOC(=O)CCc1c(C)n[nH]c1C	-12.2%	-35.9%	0.0%	5.5%	4.4%	inhibitors of VEEV 10K pilot screen=0.9
CNC(=O)c1csc(-c2ccccc2)n1	-3.1%	-11.4%	0.1%	-7.0%	-6.8%
CCNC(=O)c1ccc(OCC(=O)Nc2ccc(F)cc2)c(OC)c1	-1.7%	20.2%	0.2%	-3.3%	3.9%
CCOC(=O)Cn1cc(C(=O)c2ccccc2F)c2ccccc21	8.5%	78.9%	0.8%	-3.6%	2.4%
CCC(Sc1nc(=O)cc(N)n1-c1ccccc1)C(=O)Nc1cc(C)on1 (stereo unspecified)	3.1%	23.6%	1.4%	30.3%	-9.4%
O=C(c1cccc(F)c1)N1CCN(C(=O)c2cc3ncc(Br)cn3n2)CC1	8.9%	-7.8%	2.3%	-8.2%	-2.8%
Cc1cc(-n2c(=O)c(C#N)cc3c(=O)n4cccc(C)c4nc32)no1	3.8%	34.0%	2.7%	-18.7%	-5.2%
Cc1cccc2c1=NC(=O)/C(=C/c1c(O)[nH]c(=O)[nH]c1=O)C=2	3.2%	-1.7%	3.1%	0.4%	-2.9%
Clc1ccc(-c2nnc(C3CC3)o2)cc1	-17.9%	63.0%	0.5%	-15.3%	5.8%
CC(C)[C@H](NC(=O)c1ccccc1F)C(=O)NC1CCCCC1	-8.6%	1.6%	0.2%	1.9%	/
O=C(CC(Nc1ccc(F)cc1)C(=O)OCC(=O)c1cccs1)c1ccccc1 (stereo unspecified)	-2.0%	56.8%	i	?	-9.2%
C#CCN(CC=C)C(=O)CCc1nnc(COc2ccccc2)o1	-2.4%	15.1%	0.2%	-2.3%	-11.2%
CC1(C)Cc2ccccc2C(C(=O)c2ccccc2)=N1	-18.2%	-6.7%	1.1%	-3.2%	-1.7%
CCn1c(COc2ccccc2C)nnc1SCC(=O)CC(=O)Nc1ccccc1	-0.6%	11.1%	5.3%	-6.8%	0.4%
CC(Oc1ccc(S(=O)(=O)N2CCCC2)cc1[N+](=O)[O-])C(=O)NC1(C#N)CCCCC1 (stereo unspecified)	-8.2%	/	1.2%	2.4%	/
FC(F)(F)c1cccc(Nc2nc(N3CCOCC3)nc(N3CCOCC3)n2)c1	19.6%	47.2%	1.0%	0.6%	-0.7%
Cc1cnn(-c2ccc3nnc(-c4ccc(Cl)cc4)n3n2)c1	-6.7%	-10.5%	5.2%	4.0%	-3.5%
CCCCc1cc(=O)oc2cc(OCC(=O)N[C@@H](Cc3ccccc3)C(=O)O)ccc12	5.7%	10.6%	1.4%	1.0%	-2.1%
COCCNC(=O)CN1C(=O)COc2ccc(Cl)cc21	28.8%	-7.2%	0.7%	-4.2%	-2.3%
COc1ccc(NC(=O)CSCC(=O)OCc2cccc(OC)c2OC)cc1	3.2%	69.1%	0.1%	?	1.6%

Fetched by structure from above (two):
SMILES	influenza NS1A	M. tuberculosis	inhibitors of VEEV	H37Rv inhibition	PhoP GFP inhibition	others
FC(F)(F)c1cccc(Nc2nc(N3CCOCC3)nc(N3CCOCC3)n2)c1	19.6%	47.2%	1.0%	0.6%	-0.7%
Cc1cccc2c1=NC(=O)/C(=C/c1c(O)[nH]c(=O)[nH]c1=O)C=2	3.2%	-1.7%	3.1%	0.4%	-2.9%

Additional entries follow.
SMILES	influenza NS1A	M. tuberculosis	inhibitors of VEEV	H37Rv inhibition	PhoP GFP inhibition	others
COc1ccc(C2(O)CCN(CCCCOc3ccccc3)CC2)cc1	6.1%	i	0.1%	4.2%	4.0%
COc1cccc(F)c1C(=O)NC(=O)Nc1ccc2nc(C)oc2c1	-13.9%	-11.8%	2.8%	-16.9%	-5.2%
O=C1CCCN1c1cccc(Br)c1	2.0%	-5.6%	2.9%	14.0%	-14.1%
O=C1CC(C2CCCO2)C(=O)N1c1ccccc1 (stereo unspecified)	4.9%	-3.9%	i	-9.3%	-9.7%
Cc1c(C(=O)Nc2ccccn2)sc2nc3n(c(=O)c12)CCC3	-2.9%	-5.2%	8.3%	-10.0%	2.4%
O=C(NCc1ccco1)c1cc(C(=O)C2CC2)c[nH]1	-7.5%	-2.9%	0.8%	-5.1%	-1.3%
COc1cc(C)c(/C=C/C(C)=C/C=C/C(C)=C/C(=O)O)c(C)c1C	0.6%	?	2.1%	1.56µM*	12.3%
C[C@@]12C(=O)N(Cc3ccc(F)cc3)CC(=O)N1[C@H]1c3cc(Cl)ccc3OC[C@@H]1[C@@H]2c1ccccc1	-11.2%	50.5%	4.6%	-0.4%	/
CC(=O)N(CCP(=O)(c1ccccc1)c1ccccc1)Cc1ccco1	0.2%	5.1%	3.9%	4.1%	0.6%
CC(C)c1nnc(SCC(=O)NC2CCCC2)n1C	7.5%	-8.9%	0.4%	0.3%	-27.6%
CC(NC(=O)[C@@H](C)NC(=O)[C@@H]1Cc2ccccc2CN1C(=O)OC(C)(C)C)c1ccccc1 (stereo partly specified)	-5.0%	11.4%	3.1%	-0.9%	-10.5%
COc1ccc(C(=O)NCCNC(=O)c2cc(OCC(F)(F)F)ccc2OCC(F)(F)F)cc1	-3.5%	1.7%	1.1%	-2.2%	-14.5%
COc1ccccc1CC(=O)N1CCN(c2cccc(Cl)c2)CC1	-7.3%	-1.1%	0.7%	2.4%	5.4%
CSC1=NC(C)N2C(SC)=NC(C)N12 (stereo unspecified)	-13.8%	-18.3%	i	-2.4%	1.4%
CCS(=O)(=O)N1CCC(C(=O)Nc2cc(C)ccc2O)CC1	-11.4%	-1.3%	0.8%	0.3%	-5.6%

5 neighbouring entries already listed:
SMILES	influenza NS1A	M. tuberculosis	inhibitors of VEEV	H37Rv inhibition	PhoP GFP inhibition	others
CC(NC(=O)[C@@H](C)NC(=O)[C@@H]1Cc2ccccc2CN1C(=O)OC(C)(C)C)c1ccccc1 (stereo partly specified)	-5.0%	11.4%	3.1%	-0.9%	-10.5%
COc1ccc(C(=O)NCCNC(=O)c2cc(OCC(F)(F)F)ccc2OCC(F)(F)F)cc1	-3.5%	1.7%	1.1%	-2.2%	-14.5%
COc1ccccc1CC(=O)N1CCN(c2cccc(Cl)c2)CC1	-7.3%	-1.1%	0.7%	2.4%	5.4%
CSC1=NC(C)N2C(SC)=NC(C)N12 (stereo unspecified)	-13.8%	-18.3%	i	-2.4%	1.4%
CCS(=O)(=O)N1CCC(C(=O)Nc2cc(C)ccc2O)CC1	-11.4%	-1.3%	0.8%	0.3%	-5.6%

The list goes on:
SMILES	influenza NS1A	M. tuberculosis	inhibitors of VEEV	H37Rv inhibition	PhoP GFP inhibition	others
COc1ccc2c(c1OC)C(=O)N1N=C(c3ccccc3)CC21 (stereo unspecified)	9.9%	8.7%	5.0%	-8.0%	-8.1%
CCc1nc(NCC2CCCN2CC)c2nnn(Cc3ccccc3F)c2n1 (stereo unspecified)	1.4%	25.1%	i	1.9%	1.8%
Cc1ccc(CNC(=O)c2ccc(Cn3cc(-c4ccc(C)cc4)nc3-c3ccncc3)cc2)cc1	-1.6%	51.5%	i	8.5%	-19.5%	inhibitors of VEEV 10K pilot screen=0.1
COc1ccccc1C(=O)Nc1ccc2c(c1)CC1(C(=O)N(C)C(=O)N(C)C1=O)C1CCCN21 (stereo unspecified)	6.7%	4.6%	2.8%	4.4%	-5.6%
CC(=O)c1sc(-c2cccc(Cl)c2)nc1C	-2.5%	0.4%	4.7%	-2.1%	-3.5%
Cc1cccc(OCC(=O)NN2C(=O)C3C4C=CC(O4)C3C2=O)c1 (stereo unspecified)	-10.7%	-4.5%	1.0%	-6.9%	7.0%
COc1ccc(-c2sc(Nc3ccccc3)n[n+]2-c2ccc(F)cc2)cc1Br	3.1%	37.8%	i	-4.0%	-9.8%	inhibitors of VEEV 10K pilot screen=0.4
NCCCNc1nc(N)c([N+](=O)[O-])c(NC2CCCCC2)n1	14.7%	19.5%	6µM*	5.8%	0.1%
O=C(CSCCO)Nc1cccc2ccccc12	0.2%	13.2%	i	22.5%	16.1%
c1ccc2c(c1)OCC(CNc1ncnc3sccc13)O2 (stereo unspecified)	6.4%	61.6%	2.5%	3.4%	5.4%
CC(C)(C)OC(=O)CNC(=O)c1nc[nH]c1C(=O)N1CCc2ccccc2C1	-8.9%	38.4%	0.5%	2.2%	-4.3%
Cc1ccc(N2CCN(CC(O)COc3ccc([N+](=O)[O-])cc3)CC2)cc1 (stereo unspecified)	8.0%	23.3%	i	24.5%	11.3%
CCCCNC(=O)c1onc(CS(=O)(=O)c2ccccn2)c1C(=O)NCCCC	5.0%	0.3%	0.2%	-5.6%	-0.9%
COc1cc(C(=O)Nc2ccc(-n3cnnn3)c(C)c2)cc(OC)c1OC	4.1%	2.7%	0.1%	-7.7%	-4.7%
S=C(NCc1cccnc1)Nc1cc(Cl)cc(Cl)c1	0.3%	70.2%	1.5%	-12.6%	2.5%
O=C(CCSCCc1ccccn1)Nc1ccccn1	0.6%	-19.9%	0.8%	-2.7%	0.3%	inhibitors of VEEV 10K pilot screen=0.3
Cc1ccnc2ccc(-c3nc4ccccc4o3)cc12	-7.0%	14.7%	10.6%	1.0%	6.5%
O=C1OCc2ccc(NC(=O)c3c(F)cccc3Cl)cc21	5.8%	-13.1%	1.9%	-3.2%	-5.0%
COC(=O)c1cc(NC(=O)c2ccccc2F)cc(C(=O)OC)c1	-2.7%	6.6%	1.4%	5.3%	-12.9%
